From PubChem BioAssay
Vif imaging: HIV Vif inhibition. HEK293T cells, Vif self-association by quenched fluorescence, imaging, 24 h. hit rate 0.35% among 340,000. inhibition, % at 7.49 µM. AID 602346; in the data active means inhibition above about 50%, passing the limit was not always enough; further: some results filed as inactive read as strong as hits
Peg3 prom inh: inhibitors of Peg3 promoter. HeLa PEG-Prom luciferase reporter, luminescence, overnight. inhibition, % at 20 µM. hit rate 1.7% among 360,000;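 active means inhibition of at least 50% at 20 µM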
NR2E3 ag-1: NR2E3 (human) agonism; AID 2300; Q9Y5X4; inhibition of corepressor binding, % at 4.78 µM; GST-NR2E3/biotin-RetCOR TR-FRET, 1536-well; hit rate 0.12% among 320,000;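 active means percent inhibition above the cutoff of mean plus 3 SD of all tested compounds, set per screening campaign, cut at about 20% in these data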;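 further: 0% = DMSO wells and 100% = biotin wells as full block of FRET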
Target sequence (Q9Y5X4 whole entry, looked up): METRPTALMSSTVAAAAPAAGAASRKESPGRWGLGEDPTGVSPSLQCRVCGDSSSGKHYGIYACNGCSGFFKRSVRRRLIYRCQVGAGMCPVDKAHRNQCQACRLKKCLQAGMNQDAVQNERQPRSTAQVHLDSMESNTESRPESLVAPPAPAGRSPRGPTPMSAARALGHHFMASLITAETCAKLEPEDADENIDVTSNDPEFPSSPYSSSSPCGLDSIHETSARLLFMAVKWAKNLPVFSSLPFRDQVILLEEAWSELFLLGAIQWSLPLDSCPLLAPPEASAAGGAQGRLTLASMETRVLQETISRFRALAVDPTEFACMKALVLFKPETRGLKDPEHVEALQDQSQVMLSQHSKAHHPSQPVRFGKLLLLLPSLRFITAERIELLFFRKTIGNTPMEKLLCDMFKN
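Material: NR2E3–RetCOR corepressor complex / Incubation: Compound–protein incubation for 5 h at 4 °C / Dosing: compound at 4.8 µM, single dose / Detection: time-resolved FRET / Benchmarks: high control biotin, low control 0.6% DMSO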
CaV13 FRET inh: Disruptors of the CACNA1D IQ motif to Ca2+-dependent inactivation inhibitor domain association, primary screening, Förster resonance energy transfer in intact living … | HEK cells, CFP/YFP FRET ICDI-IQ, plate reader, 10 min; percent FRET-ratio fall versus neutral wells | inhibition, % at 12.3 µM | hit rate 0.098% among 340,000 | AID 743397;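 active means mean replicate inhibition of at least 30% and at least 1% of replicates passing that level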;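 further: 0% = median of the neutral control wells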
NR2E3 ag-2: activates human NR2E3 receptor. Q9Y5X4. CHO-S Gal4-NCOR/VP16-NR2E3 two-hybrid, luciferase. inhibition of corepressor binding, % at 3.98 µM. hit rate 0.35% among 360,000. AID 602229;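 active means inhibition above the mean of all tested compounds plus 3 SD, cut at about 70% in these data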;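 further: 0% = DMSO with NR2E3 transfected cells and 100% = cells lacking NR2E3 construct; higher means lower luciferase signal from less NR2E3 corepressor binding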
HIF-2a inh: inhibitors of HIF-2a; 786-0 RCC cells HIF-2a reporter, luciferase luminescence, overnight; inhibition, % at 18.8 µM; hit rate 0.72% among 360,000; AID 624352;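 active means inhibition of the luminescence signal of 40% or more relative to plate controls, in a single-dose primary screen at 18.75 µM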
KKLEB cytotox: CF airway cell cytotoxicity counter-screen. KKLEB CF airway cells viability, ATPlite luminescence, overnight; active compounds read low; cells stimulated with P. aeruginosa culture filtrate. activity change (cytotoxicity), % at 5 µM. hit rate 0.36% among 360,000. AID 602141;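 active means corrected activity change at or below -50% at 5 µM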
PDI turbidity: PDI (human) enzyme inhibition; PDI insulin aggregation turbidity, A650, 90 min; inhibition, % at 10 µM; hit rate 0.052% among 350,000;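 active means mean inhibition across replicates of 30% or more, whatever share of single replicates reach that level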;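 further: absorbance from insulin aggregation driven by PDI reduction with DTT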
Target sequence (P07237 whole entry, looked up): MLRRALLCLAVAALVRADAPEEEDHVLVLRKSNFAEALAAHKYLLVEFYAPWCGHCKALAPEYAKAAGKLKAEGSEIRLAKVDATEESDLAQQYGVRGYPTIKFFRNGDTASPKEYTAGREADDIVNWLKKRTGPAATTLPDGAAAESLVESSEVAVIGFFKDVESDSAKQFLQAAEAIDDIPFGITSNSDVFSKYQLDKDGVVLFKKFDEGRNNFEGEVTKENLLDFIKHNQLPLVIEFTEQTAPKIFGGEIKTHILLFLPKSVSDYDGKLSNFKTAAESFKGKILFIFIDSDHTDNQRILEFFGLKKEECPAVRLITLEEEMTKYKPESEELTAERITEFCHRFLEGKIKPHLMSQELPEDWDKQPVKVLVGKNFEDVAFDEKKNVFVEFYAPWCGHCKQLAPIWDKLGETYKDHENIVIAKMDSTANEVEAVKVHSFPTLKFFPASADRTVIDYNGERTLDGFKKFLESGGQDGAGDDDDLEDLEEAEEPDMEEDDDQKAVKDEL
CF NFkB block: blocks PAF-induced NF-kB reporter in cystic fibrosis cells | KKLEB NF-kB-GFP reporter, GFP fluorescence overnight | hit rate 0.86% among 360,000 | AID 588850 | inhibition, % at 5 µM;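 active means at least 50% inhibition at 5 µM, scaled per plate between neutral and stimulator controls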;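 further: PAF is a Pseudomonas aeruginosa culture filtrate used as stimulus; plate controls were PAF-stimulated DMSO wells for no effect and unstimulated DMSO wells for full effect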
Shn3 inh set2: reduces Shn3 3'UTR luciferase signal in osteoblasts; Clone20 osteoblast Shn3 3'UTR firefly luciferase, 24 h; inhibition, % at 12.5 µM; hit rate 0.52% among 360,000;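 active means mean inhibition of at least 75% with every replicate also reaching 75%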;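 further: 0% = median of neutral control wells and 100% = pilot-screen positive control compound; some compounds past the cut are filed as inactive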
MITF TRPM1 inh: reduces MITF-dependent TRPM1 promoter luciferase signal. SK-MEL-5 TRPM1 promoter luciferase, 24 h. inhibition, % at 12.5 µM. hit rate 0.83% among 330,000;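 active means mean inhibition across replicates of 60% or more, whatever share of single replicates reaches that level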; further: values of inactives mirror those of a sister screen read the other way
* marks the source's active call; other numbers are inactive results; x = not tested or not shown. Compounds were not picked by outcome. Share with any hit: about 3.3%.

SMILES	Vif imaging	Peg3 prom inh	NR2E3 ag-1	CaV13 FRET inh	NR2E3 ag-2	HIF-2a inh	KKLEB cytotox	PDI turbidity	CF NFkB block	Shn3 inh set2	MITF TRPM1 inh
CCN(C1=NS(=O)(=O)c2ccccc21)N(CC)S(=O)(=O)c1ccc(C)cc1	-4	36	-2	5	-23	8	-12	8	12	19	2
COc1ccc(C(=O)NCCN2CCOCC2)cc1[N+](=O)[O-]	0	9	1	-4	-3	15	-10	-3	-2	20	7
CCOC(=O)C[n+]1c(C)ccc2c1CCC2	-5	15	-1	-5	-13	13	-8	-4	0	-3	12
O=C(CCS(=O)(=O)Cc1cccc(Cl)c1)NCCc1ccccc1	4	6	3	-5	5	5	-28	-6	0	-9	-5
Nc1ncnc2c1ncn2[C@@H]1O[C@H](C(=O)NS(=O)(=O)c2c(Cl)nc3sccn23)[C@@H](O)[C@H]1O	3	8	x	x	-6	16	-9	x	-19	-4	x
Brc1ccc(-n2cnc(-c3ccccc3)c2)cc1	-2	-152	-2	-4	-94	-186	-12	-3	-17	-19	-41
CCOC(=O)c1c(NS(C)(=O)=O)sc2c1CCC(C)C2 (configuration not stated)	-10	5	1	-1	15	13	-1	20	10	8	13
COC(=O)c1ccc2nc(-c3ccc(Cl)cc3)c(Cc3cccc(F)c3)n2c1	x	-38	x	-7	-25	3	-16	x	10	-3	x
Cc1ccc(Cl)cc1NC(=O)C(=O)N1CCCCC1	2	6	3	3	4	13	1	11	-4	1	2
Cc1ccccc1-n1nc2c(c1NC(=O)c1cccs1)CS(=O)(=O)C2	-2	-1	2	-3	-17	9	12	4	-3	3	6
CN(CC(=O)Nc1cccc(F)c1)C(=O)CSc1ccccc1F	-5	1	1	-2	-59	14	-4	3	-1	6	-3
COc1cccc(NC(=O)C(Sc2nnc(Nc3ccccc3C)s2)c2ccccc2)c1 (configuration not stated)	2	18	-1	-2	-17	21	2	3	-4	1	-5
O=C(Nc1cccc2ncccc12)c1ccc(Cl)cc1	-4	-10	1	-3	-28	-9	0	3	8	2	9
CC1=Nc2ccccc2N=C(N)C1c1ccccc1 (configuration not stated)	-3	-57	5	-17	-116	-88	6	-2	-37	-43	-18
O=C1CCCN1CCCNS(=O)(=O)c1ccc(Br)cc1	1	2	2	-3	-4	11	6	-2	-8	-1	-6
Cn1c(=O)cc(OCC(=O)NCCCN2CCN(c3cccc(Cl)c3)CC2)c2ccccc21	-6	-4	-1	-2	0	6	5	x	-18	14	21
COc1ccc(-c2csc(NC(=S)NC(=O)c3cccs3)n2)cc1OC	-4	28	x	-6	-57	-33	-14	-4	38	-11	-4
O=C(O)C1CCC(Cn2c(SCc3cc(=O)n4ccccc4n3)nc3ccsc3c2=O)CC1 (configuration not stated)	-5	21	2	-2	-2	20	-6	-2	0	-10	11
CCc1ccc(NC(=O)C2C3/C=C\CCCCC32)cc1 (configuration not stated)	0	-196	0	-9	-30	-193	-10	-3	12	-38	-89
COc1ccc(CCNS(=O)(=O)c2cc3c4c(c2)C(C)C(=O)N4CCC3)cc1OC (configuration not stated)	1	5	0	-2	19	9	18	-3	-10	3	-9
Cc1ccc(/C=C/C(=O)OC(C)C(=O)Nc2ncc(Cl)cc2Cl)o1 (configuration not stated)	2	2	4	-2	-10	9	-3	-2	8	-2	0
CC(=O)c1ccc(N2CCN(C(=O)CCC(=O)c3cccs3)CC2)cc1	-4	4	-1	-2	8	12	5	5	-18	-7	9
CCOc1cc(OCC)cc(C(=O)NCc2ccco2)c1	2	16	2	-3	-12	15	-9	8	-25	1	6
O=C(CNC(=O)c1ccccc1F)NCCN1C(=O)S/C(=C\c2ccccc2Cl)C1=O	-1	-3	3	-6	15	-6	2	2	3	4	-9
COc1ccc(Sc2nc(-c3ccccc3)ncc2OC)cc1	9	5	2	-5	-3	-15	9	4	0	16	-2
Cc1ccc(CNC(=O)C2CC3Cn4c(nc5ccccc54)C3N2C)o1 (configuration not stated)	0	-5	0	-10	-15	13	-2	-7	-5	-16	-8
O=c1cc(-c2ccncc2)oc2ccccc12	-4	-47	1	x	5	7	8	2	9	-21	-5
CN(Cc1cccc(F)c1)C(=O)c1ccc2c(=O)n3c(nc2c1)CCC3	-3	0	-3	-6	8	9	-3	-10	10	-9	16
CC12CCC(=O)N1C(C(=O)Nc1cc(C(F)(F)F)ccc1N1CCCCC1)CS2 (configuration not stated)	-8	16	0	-5	20	16	-9	1	15	12	-2
COc1ccc(NC2CCCN(C(=O)c3cc4ncccn4n3)C2)cc1 (configuration not stated)	2	-50	-1	-6	-34	-89	15	-4	-18	-14	-6
CCn1nc(CC(=O)Nc2nnc(CC(=O)N3CCCC3)s2)c2ccccc2c1=O	3	7	3	x	-2	12	0	3	-9	-14	-1
CC1CCCC(C)N1C(=O)CSc1ncccn1 (configuration not stated)	11	9	5	-4	-10	-4	-1	-2	-4	-7	1
CC1CCCCC1NC(=O)CSc1nc2ccccc2c(=O)n1Cc1ccco1 (configuration not stated)	-2	19	8	-9	1	12	-14	x	18	-6	15
COc1ccc(-n2c(SCC(=O)NCc3cccs3)nnc2-c2ccoc2C)cc1	x	15	0	-5	-18	19	-3	4	12	1	-1
CC(C)(C)CC(C)(C)N1CNC(=S)NC1	x	4	4	-5	-36	18	-14	-5	4	-10	8
O=C(O)CN1CCc2ccccc2C1	2	11	2	-7	-5	8	2	-4	4	10	-4
COCc1nnc(NC(=O)CSCc2ccccc2)s1	4	-16	-1	x	-8	-30	6	-4	-1	-10	-14
Clc1ccccc1N1CCN(Cc2ccc(Br)o2)CC1	-2	1	3	-14	9	1	0	0	2	8	-10
COc1cccc(NC(=O)Cc2nnc(SCC(=O)NC3CCCC3)n2C)c1	22	9	-1	-4	-20	15	6	-43	2	-4	3
CC(C)c1ccc(NC(=O)C(=O)c2cn(CC(=O)N3CCCCC3)c3ccccc23)cc1	-3	-10	2	-5	-33	-12	8	-3	2	24	-8

Filtered by structure: the compounds so far with bromine
SMILES	Vif imaging	Peg3 prom inh	NR2E3 ag-1	CaV13 FRET inh	NR2E3 ag-2	HIF-2a inh	KKLEB cytotox	PDI turbidity	CF NFkB block	Shn3 inh set2	MITF TRPM1 inh
Brc1ccc(-n2cnc(-c3ccccc3)c2)cc1	-2	-152	-2	-4	-94	-186	-12	-3	-17	-19	-41
O=C1CCCN1CCCNS(=O)(=O)c1ccc(Br)cc1	1	2	2	-3	-4	11	6	-2	-8	-1	-6
Clc1ccccc1N1CCN(Cc2ccc(Br)o2)CC1	-2	1	3	-14	9	1	0	0	2	8	-10

Next part:
SMILES	Vif imaging	Peg3 prom inh	NR2E3 ag-1	CaV13 FRET inh	NR2E3 ag-2	HIF-2a inh	KKLEB cytotox	PDI turbidity	CF NFkB block	Shn3 inh set2	MITF TRPM1 inh
COc1ccc(CCC(C)NCc2ccc(Cl)c(Cl)c2)cc1 (configuration not stated)	-2	-7	2	27	-11	6	-3	3	2	-17	-5
Cc1cccc(NC(=O)Nc2ccc(Cl)cc2)n1	-3	-155	1	-11	-125	-222	-6	-4	3	-102	-12
CN1CCN(c2ccc(-c3cc(NC=O)c4ncc(-c5ccccc5)n4c3)cc2)CC1	x	79*	x	-7	-38	-58	-5	-12	-6	-4	x
Cc1ccc(C(=O)OCC(=O)N2CCCC2)cc1	11	-114	-1	-4	-12	-99	-9	5	-10	-43	-26
Cc1ccc(NC(=O)COC(=O)CCC2CCCC2)c(Br)c1	0	-7	5	-7	-6	-12	14	14	-25	-18	-3
O=C(/C=C/c1c(F)cccc1Cl)Nc1ccc(S(=O)(=O)Nc2ncccn2)cc1	x	10	3	-6	-1	5	10	2	-1	-1	-5
N#Cc1ccc(C(S(=O)(=O)Cc2ccccc2)S(=O)(=O)Cc2ccccc2)cc1	0	13	x	-18	27	12	5	-3	-20	-3	x
O=C(NCC(c1ccco1)N1CCN(c2ccccc2)CC1)C(=O)NC1CC1 (configuration not stated)	-2	-7	-4	-7	18	9	2	9	-11	4	-1
O=C(N/N=C/C(Cl)=C/c1ccccc1)c1ccco1	9	-169	-1	-5	-118	-323	3	-1	-19	-83	-78
CCC(=O)N1CC(C)C(=O)Nc2ccccc21 (configuration not stated)	5	0	1	0	-14	11	10	-8	-5	-9	5
O=C(CC(C(=O)NCc1ccccc1)c1nc2ccccc2c(=O)[nH]1)NCc1ccccc1 (configuration not stated)	1	13	1	-7	15	-6	-8	-4	20	-6	2
COCC(C)n1c(SCC(=O)NC2CCCCC2)nc2ccccc2c1=O (configuration not stated)	1	6	x	-17	5	8	-1	-3	5	61	x
O=C(CCCC(=O)NNC(=O)Nc1ccccc1)NNC(=O)Nc1ccccc1	5	9	0	-5	6	13	-4	-1	-14	-10	1
CCCOC(=O)c1cccc(NC(=O)c2cccnc2)c1	6	4	-1	-4	-4	-9	2	3	-1	26	4
CCN(CC(=O)Nc1ccc(NC(C)=O)cc1)C(=O)c1cc2ccccc2oc1=O	-8	2	-1	-5	-23	8	-9	3	12	0	3
CCCOc1ccc(F)cc1-c1cc(C(=O)NCc2cc(OC)cc(OC)c2)[nH]n1	-10	10	x	-4	-9	22	8	3	-4	15	x
Cc1ccc(NC(=O)C(C)Sc2n[nH]c(CNc3ccccc3)n2)cc1 (configuration not stated)	-4	18	4	-4	-10	2	2	4	12	0	11
CC(Sc1ccccc1)C(=O)NNC(=O)c1csc(N2CCOCC2)n1 (configuration not stated)	4	10	6	-3	-16	14	0	1	-5	-9	9
CCOc1cc(/C=N/N2CCN(Cc3ccccc3)CC2)ccc1O	2	11	-1	1	-16	14	-7	-2	-11	-32	3
CC1CCCC(C)N1C(=O)CSc1nnc(-c2ccco2)n1C (configuration not stated)	7	-5	1	-3	2	1	21	-6	11	-12	7

Retrieved one by one from the list above:
SMILES	Vif imaging	Peg3 prom inh	NR2E3 ag-1	CaV13 FRET inh	NR2E3 ag-2	HIF-2a inh	KKLEB cytotox	PDI turbidity	CF NFkB block	Shn3 inh set2	MITF TRPM1 inh
N#Cc1ccc(C(S(=O)(=O)Cc2ccccc2)S(=O)(=O)Cc2ccccc2)cc1	0	13	x	-18	27	12	5	-3	-20	-3	x
CCn1nc(CC(=O)Nc2nnc(CC(=O)N3CCCC3)s2)c2ccccc2c1=O	3	7	3	x	-2	12	0	3	-9	-14	-1

Next section
SMILES	Vif imaging	Peg3 prom inh	NR2E3 ag-1	CaV13 FRET inh	NR2E3 ag-2	HIF-2a inh	KKLEB cytotox	PDI turbidity	CF NFkB block	Shn3 inh set2	MITF TRPM1 inh
Cc1ccc(NC(=S)C2=C(O)c3ccccc3N(C)S2(=O)=O)cc1	5	-32	0	-4	2	-26	5	-5	-27	6	5
COc1cccc(Cn2cccc(NC(=O)Nc3ccccc3C)c2=O)c1	-22	8	3	3	-7	-8	13	-2	-9	5	8
O=C(CNS(=O)(=O)N1CCOCC1)N/N=C/c1cccnc1	10	4	1	-3	1	19	10	2	6	-43	6
O=C(NCC(=O)N(CC1CCCO1)C(C(=O)NC1CCCCC1)c1ccc(F)cc1)c1ccco1 (configuration not stated)	-8	1	-1	-4	-6	8	-5	7	5	20	4
CC1(C)CC(=O)C=C(c2n[nH]nc2C2CCCCC2)C1	3	6	x	-4	-43	-11	6	-4	-3	-1	x
